PMI inhibitors = inhibitors of human PMI, primary screen, biochemical, fluorescence intensity, coupled assay (AID 1209). purified PMI enzyme, coupled fluorescence intensity; higher % means a stronger effect. inhibition, % at 20 µM, or IC50 in µM where a hit was titrated. hit rate 0.42% among 190,000;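 further: plate controls were DMSO vehicle for no effect and wells lacking substrate for full effect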
Yfh1-depleted yeast = enhancers of respiration in Yfh1-depleted yeast, dose response, Friedreich's ataxia, plus single-dose screen (AID 1465) | hit rate 0.074% among 220,000 | S. cerevisiae Yfh1-off respiration, WST-1 reduction, 72 h; higher fold induction means a stronger effect | fold induction at 50 µM, or EC50 in µM where a hit was titrated;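 active means fold induction of absorbance versus untreated yeast above a set limit, then at least 30% activation at any dose in follow-up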;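 further: activators that raise dye reduction in frataxin-depleted yeast; strong numbers were not always called active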
human PMI inhibitors = MPI inhibition at elevated mannose 6-phosphate – biochemical, fluorescence intensity, high mannose 6-phosphate, primary screen (AID 1220); hit rate 0.66% among 190,000; recombinant PMI enzyme, coupled fluorescence intensity; higher % means a stronger effect; one-dose inhibition, % at 20 µM; IC50 in µM for titrated hits
Ins promoter up = MIN6 insulin promoter up-regulation | MIN6 insulin promoter-GFP reporter, high-content imaging; active compounds read high | AID 1625 | hit rate 0.3% among 190,000 | z-score at 5 µM;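 active means z-score above 3 at 5 µM with at least 500 cells counted in the well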
WT yeast gro inh = growth inhibition of WT yeast, mitochondrial fusion screen; hit rate 2.1% among 190,000; inhibition, % at 10 µM; mitochondrial fusion phenotypic screen, WT strain; in the data active means inhibition above about 58%; tested in S. cerevisiae
Dynein transport = blocks dynein driven cargo transport along microtubules; 3617.4 mouse cells, GR-EGFP nuclear translocation imaging; test concentration mostly 20 µM; stimulated with dexamethasone, 1 µM; active compounds read low; z-score, hits read low; hit rate 0.47% among 220,000;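 active means plate z-score of nuclear minus cytoplasmic receptor signal below a set negative limit, without overly bright fluorescence or cell loss, cut at about -3.5 in these data, passing the limit was not always enough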;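 further: z-score of nuclear minus cytoplasmic ring GR-EGFP intensity difference per well; some compounds called inactive have numbers as strong as hits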
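Schedule: 48 h induction, then 1 h compound, then 30 min agonist, 37 °C. Buffer or medium: tetracycline-free induction medium containing charcoal-stripped FBS. Reagent: 1.0 µM final dexamethasone stimulus. Evaluation: nuclear versus cytoplasmic GR-EGFP signal, averaged per well. Signal: high-content fluorescence imaging after fixation.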
Autophagy HCS = autophagy modulation, high-content screen; hit rate 0.98% among 190,000; AID 463193; MEF GFP-LC3 puncta imaging; test concentration mostly 10 µM; calls only at 10 µM (by protocol);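 active means percentage of spot-positive cells more than 3 SD above its plate mean, without a fluorescence outlier flag or 80% toxicity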;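 further: spot-positive cell cutoff set from DMSO-treated cells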
b-catenin transl = beta-catenin nuclear translocation modulation; HeLa beta-catenin nuclear translocation, immunofluorescence imaging; hit rate 0.3% among 190,000; nuclear translocation activity, % at 5 µM;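 active means nuclear translocation activity above 50% at 5 µM, with a well cell count of 50 or more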;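 further: per-cell ratio of nuclear to cytoplasmic median beta-catenin stain intensity; plate controls were DMSO negative control for no effect and GSK-3 inhibitor IX positive control for full effect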
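Test system: human HeLa cells, endogenous beta-catenin. Times: 24 h compound exposure, 37°C. Measured by: beta-catenin immunofluorescence imaging with DAPI.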
MT stabilize HCS = microtubule stabilization, imaging screen; HeLa tubulin immunostaining HCS, 24 h; share of cells brighter than vehicle mean+2SD; hit rate 0.83% among 200,000; % tubulin-high responders, % at 10 µM;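 active means plate Z-score above 3 for both tubulin-high and condensed-nucleus cell shares, with cell loss under 80%, at 10 µM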;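 further: anti alpha tubulin signal scored within the nucleus-defined area of each cell; some results filed as inactive read as strong as hits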
WT yeast gro inh mutant strain = recorded beside WT yeast gro inh, whose call it bears; inhibition, %; mitochondrial fusion phenotypic screen, mutant strain inhibition
Dynein transport cytoplasmic EGFP = also measured in Dynein transport; calls as there; z-score; measured here: cytoplasmic GR-EGFP intensity; active compounds read high
Dynein transport nuclear GR-EGFP = second read-out of Dynein transport, no call of its own (marks repeat the call); z-score; measured here: nuclear GR-EGFP intensity;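 lower value marks the stronger effect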
Dynein transport cell count = recorded beside Dynein transport, whose call it bears; z-score; measured here: cell count per field
Ins promoter up cell count = recorded beside Ins promoter up, whose call it bears; cell count; measured here: cytotoxicity, nuclei count;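 total cells summed across four imaged fields per well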
b-catenin transl cell count 5 µM = second read-out of b-catenin transl, no call of its own (marks repeat the call); cell count; measured here: cell count, cytotoxicity flag
MT stabilize HCS Hoechst-high % = also measured in MT stabilize HCS; calls as there; % Hoechst-high responders; measured here: nuclear condensation Hoechst responders;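 share of cells brighter than vehicle mean plus two SD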
MT stabilize HCS cytotoxicity % = second read-out of MT stabilize HCS, no call of its own (marks repeat the call); toxicity, %; measured here: cytotoxicity by cell density;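 0% = mean cell density of plate MIN control wells and 100% = no cells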
Autophagy HCS cell loss 18 h = further read-out of Autophagy HCS, marked with its call; toxicity, %; measured here: cell loss, nuclei count;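 cell loss after 18 h compound exposure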
Numbers without * were called inactive; i = inactive; . = not tested or not shown. Unless noted, no stated cut-off is given here; in the data, active means inhibition above about 50%; inactive means the rest.

A first look (3 entries):
SMILES | PMI inhibitors | Yfh1-depleted yeast | human PMI inhibitors | Ins promoter up | Ins promoter up cell count | WT yeast gro inh | WT yeast gro inh mutant strain | Dynein transport | Dynein transport cytoplasmic EGFP | Dynein transport nuclear GR-EGFP | Dynein transport cell count | Autophagy HCS | Autophagy HCS cell loss 18 h | b-catenin transl | b-catenin transl cell count 5 µM | MT stabilize HCS | MT stabilize HCS Hoechst-high % | MT stabilize HCS cytotoxicity %
O=C(CSc1nnc(-c2ccc(Cl)cc2Cl)n1C1CCCCC1)NC1CCS(=O)(=O)C1 (stereo unspecified) | 2% | i | -3% | 0 | 1646 | 7 | 14 | -0.74 | -0.22 | -0.97 | 0.66 | i | -2 | 0.4 | 1344 | 2.9 | 1.8 | 7.5
CC1C(C#N)=C(N)OC2=C1C(=O)CC(C)(C)C2 (stereo unspecified) | -5% | i | -9% | 0.1 | 973 | -2 | 11 | -0.69 | -0.18 | -0.085 | 0.47 | i | -2 | 2.6 | 1135 | 2.2 | 2.8 | 9.8
O=C(Oc1cc(=O)oc2c1c(=O)n1c3c(cccc23)CC1)c1ccc(F)cc1 | . | i | . | 0.19 | 1078 | . | . | -0.11 | -0.3 | -0.12 | 0.29 | . | . | -0.2 | 1350 | . | . | .

All compounds of this part, repeating the preview:
SMILES | PMI inhibitors | Yfh1-depleted yeast | human PMI inhibitors | Ins promoter up | Ins promoter up cell count | WT yeast gro inh | WT yeast gro inh mutant strain | Dynein transport | Dynein transport cytoplasmic EGFP | Dynein transport nuclear GR-EGFP | Dynein transport cell count | Autophagy HCS | Autophagy HCS cell loss 18 h | b-catenin transl | b-catenin transl cell count 5 µM | MT stabilize HCS | MT stabilize HCS Hoechst-high % | MT stabilize HCS cytotoxicity %
O=C(CSc1nnc(-c2ccc(Cl)cc2Cl)n1C1CCCCC1)NC1CCS(=O)(=O)C1 (stereo unspecified) | 2% | i | -3% | 0 | 1646 | 7 | 14 | -0.74 | -0.22 | -0.97 | 0.66 | i | -2 | 0.4 | 1344 | 2.9 | 1.8 | 7.5
CC1C(C#N)=C(N)OC2=C1C(=O)CC(C)(C)C2 (stereo unspecified) | -5% | i | -9% | 0.1 | 973 | -2 | 11 | -0.69 | -0.18 | -0.085 | 0.47 | i | -2 | 2.6 | 1135 | 2.2 | 2.8 | 9.8
O=C(Oc1cc(=O)oc2c1c(=O)n1c3c(cccc23)CC1)c1ccc(F)cc1 | . | i | . | 0.19 | 1078 | . | . | -0.11 | -0.3 | -0.12 | 0.29 | . | . | -0.2 | 1350 | . | . | .
COc1ccc(NC(=O)CSc2nccn2-c2cccc(OC)c2)cc1 | 16% | i | 5% | 0.19 | 1220 | 5 | 2 | -0.91 | -0.2 | -0.29 | 1.1 | i | -3 | -1.6 | 895 | 4.4 | 2.1 | 7.7
CC(=O)Nc1ccc(S(=O)(=O)NC(C)C(=O)NC(C)c2ccccc2)cc1 (stereo unspecified) | -3% | i | 1% | -0.22 | 1237 | -3 | 5 | 0.059 | 0.68 | -0.33 | 0.1 | i | -7 | -0.3 | 1046 | 5.1 | 3.0 | 5.5
CS(=O)(=O)Nc1cccc(-c2cn3ccccc3n2)c1 | -11% | i | -9% | 0.28 | 1481 | -5 | 8 | 0.21 | 1.8 | 0.29 | 0.017 | i | -1 | 0.5 | 1554 | 2.6 | 2.9 | 3.4
COc1ccc(C2C(C#N)=C(N)Oc3cc(O)ccc32)cc1OC (stereo unspecified) | 29% | i | 48% | 0.52 | 1478 | -4 | -27 | -0.14 | -0.21 | 0.19 | -0.44 | i | -8 | -1.5 | 945 | 6.9 | 3.7 | 0.9
COc1cc(C2Nc3ccccc3C(=O)N2c2ccc3c(c2)OCCO3)ccc1OCC(C)C (stereo unspecified) | 34% | i | 28% | -0.65 | 1177 | 22 | 4 | -0.78 | -0.19 | -0.081 | -0.23 | i | -1 | -1.0 | 1001 | 1.8 | 1.1 | 5.3
CC(=O)Oc1ccc(-c2csnn2)cc1 | 0% | i | 2% | 0.69 | 1599 | 5 | 0 | 0.26 | -0.19 | -0.054 | 0.17 | i | 3 | 0.3 | 1416 | 1.9 | 1.0 | 4.4
Cn1c(C(C#N)C(=O)Cc2cccc3ccccc23)nc2ccccc21 (stereo unspecified) | -7% | i | -20% | 2 | 1148 | 4 | -7 | -0.48 | -0.2 | -0.031 | 1.1 | i | 7 | -1.2 | 848 | 4.9 | 3.5 | 9.0
Cc1cc(C)cc(C(=O)Nc2ccc(NC(=O)Cc3ccccc3)cc2)c1 | 6% | i | 10% | -1.3 | 1650 | 9 | 6 | -0.68 | -0.26 | -0.2 | 0.33 | i | 5 | -1.5 | 1038 | 4.3 | 1.8 | 6.2
O=C1NN(c2cccc(Br)c2)C(=O)/C1=C/c1cccs1 | . | i | . | 1.7 | 954 | . | . | 0.76 | -0.71 | 0.23 | -0.61 | . | . | 1.2 | 1304 | . | . | .
N/C(COc1cccc(Cl)c1)=N\NS(=O)(=O)c1ccccc1 | 5% | i | 11% | -0.18 | 1730 | 0 | 48 | -0.34 | -0.2 | -0.45 | -0.024 | i | 4 | 0.1 | 1138 | 2.1 | 1.2 | 7.9
Cc1ccc(-c2nn(-c3ccccc3)cc2/C=N/n2c(-c3cccs3)n[nH]c2=S)cc1 | . | i | . | 0.57 | 821 | . | . | -0.43 | -0.23 | 0.21 | 0.048 | . | . | -1.1 | 1415 | . | . | .
C=CCc1cc(/C=N\NC(=O)CSc2nnc(CCCc3ccc(OC)c(C)c3)o2)cc(OC)c1O | 20% | i | 12% | 0.72 | 1236 | 8 | 20 | 2 | 0.43 | 1.3 | -2 | i | -3 | 1.9 | 1107 | 2.4 | 1.6 | 4.7
Cc1cc(NC(=O)c2cnn3cccnc23)n(-c2ccccc2)n1 | 15% | i | 6% | 0.7 | 1386 | 13 | -3 | -0.63 | -0.26 | -0.27 | -0.34 | i | -3 | -1.3 | 969 | 2.9 | 1.4 | 6.2
COc1ccc(C(=O)NC(=S)Nc2cccc(S(=O)(=O)N3CCOCC3)c2)cc1 | 4% | i | -1% | -0.73 | 1120 | -4 | -12 | -0.47 | -0.27 | -0.7 | 0.28 | i | -14 | -0.1 | 1088 | 22* | 31* | 56*
CC(=O)N1N=C(c2ccc3ccccc3c2)OC12CCCC2 | . | i | . | 0.46 | 1394 | . | . | 0.051 | -0.23 | 0.037 | -0.11 | . | . | -4.4 | 1064 | . | . | .
CN(C(=O)CSc1nnc(Cc2ccccc2F)n1N)C1CCS(=O)(=O)C1 (stereo unspecified) | 0% | i | 0% | . | . | -1 | 3 | 0.57 | -0.25 | 0.42 | 1.3 | i | -7 | 0.4 | 1205 | 1.4 | 1.6 | 6.4
COc1ccc(NC(C)=O)cc1NC(=O)CSc1nnc(-c2ccccc2)n1N | 4% | . | -4% | -1.1 | 1275 | -2 | 25 | -0.4 | -0.21 | -0.11 | 0.59 | i | 1 | -2.4 | 1183 | 4.0 | 1.6 | 5.0
COc1ccc(NC(=O)C(c2cc3c(cc2[N+](=O)[O-])OCO3)N(C)c2ccccc2)cc1 (stereo unspecified) | 25% | i | 43% | -0.7 | 1490 | 9 | 15 | 0.6 | -0.24 | 0.63 | -0.37 | i | -19 | 2.9 | 991 | 2.2 | 1.6 | 6.6
CCCCn1c(=O)[nH]c2nc3cc(NC(C)=O)ccc3nc2c1=O | . | i | . | 1.6 | 1020 | . | . | 0.77 | -0.23 | 0.91 | -0.82 | . | . | -1.1 | 1326 | . | . | .
O=C(CN1C(=O)CC(c2ccccc2)=Nc2ccccc21)NCc1ccccc1 | 4% | i | 10% | -0.07 | 1279 | -3 | -11 | 0.24 | -0.083 | -0.13 | 0.52 | i | 3 | -1.5 | 1195 | 3.5 | 1.9 | 7.8
N/C(CCS(=O)(=O)c1ccc(Cl)cc1)=N\OC(=O)c1ccc(Cl)cc1 | . | i | . | -0.57 | 1016 | . | . | 0.27 | -0.23 | 1.1 | -0.53 | . | . | 0.5 | 1260 | . | . | .
Cc1cc(-c2ccccc2)c(C#N)c(=S)[nH]1 | 4% | i | -3% | 0.9 | 1262 | 13 | -5 | -0.53 | -0.24 | -0.52 | 0.45 | i | 10 | -0.4 | 945 | 3.1 | 3.1 | 7.9
CCCOC(=O)c1ccc(NC(=O)CCOc2ccccc2)cc1 | 19% | i | 15% | 0.04 | 841 | 17 | 8 | -0.45 | 0.035 | -0.031 | 0.83 | i | 22 | 1.9 | 1045 | 2.5 | 1.2 | 4.9
COc1ccc(/C=C/C(=O)c2ccc(O)cc2)cc1 | 14% | i | -1% | 0.68 | 1432 | 5 | -4 | -1.4 | -0.18 | -0.72 | 0.41 | i | 4 | -1.6 | 1115 | 5.4 | 1.7 | 3.8
Cc1cccc(Cc2cnc(N3C(=N)SC(c4ccccc4)C3=O)s2)c1 (stereo unspecified) | 6% | i | -2% | 0.34 | 1323 | 26 | -18 | -0.24 | -0.32 | -0.25 | 0.59 | i | -9 | 0.0 | 901 | 1.3 | 2.8 | 5.2
Cc1ccc(-c2cc(C(=O)Nc3ccc(S(=O)(=O)Nc4nccs4)cc3)c3ccccc3n2)c(C)c1 | 15% | i | 2% | -0.34 | 1495 | -16 | 5 | 0.11 | -0.051 | -0.079 | -0.29 | i | 4 | -1.9 | 1084 | 3.8 | 1.6 | 5.2
O=C(Nc1ccccc1F)c1ccc(COc2ccc(Cl)cc2Cl)o1 | 5% | i | 10% | -0.06 | 1056 | 20 | 8 | -0.4 | -0.21 | -0.083 | -0.52 | i | -3 | -0.2 | 938 | 2.1 | 1.7 | 2.6
Cc1ccc(Nc2nnc(SCc3cc(=O)n4cc(C)ccc4n3)s2)cc1 | 0% | i | 2% | 0.28 | 1062 | 3 | 6 | 0.55 | -0.27 | 0.35 | 0.81 | i | -1 | -0.1 | 438 | 1.0 | 2.0 | 7.6

Screening results as filed in PubChem.
